# Assay outcomes (PubChem)
# PPARg SRC3 recr: PPARgamma-driven SRC-3 recruitment agonism; biochemical PPARgamma/SRC-3 coactivator recruitment assay; hit rate 0.26% among 200,000; AID 731; P37231; activation, % at 8 µM; in the data active = activation above about 23%;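 also: 0% = DMSO and 100% = reference agonist; some compounds past the cut are filed as inactive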
# Target sequence (P37231 whole entry, looked up): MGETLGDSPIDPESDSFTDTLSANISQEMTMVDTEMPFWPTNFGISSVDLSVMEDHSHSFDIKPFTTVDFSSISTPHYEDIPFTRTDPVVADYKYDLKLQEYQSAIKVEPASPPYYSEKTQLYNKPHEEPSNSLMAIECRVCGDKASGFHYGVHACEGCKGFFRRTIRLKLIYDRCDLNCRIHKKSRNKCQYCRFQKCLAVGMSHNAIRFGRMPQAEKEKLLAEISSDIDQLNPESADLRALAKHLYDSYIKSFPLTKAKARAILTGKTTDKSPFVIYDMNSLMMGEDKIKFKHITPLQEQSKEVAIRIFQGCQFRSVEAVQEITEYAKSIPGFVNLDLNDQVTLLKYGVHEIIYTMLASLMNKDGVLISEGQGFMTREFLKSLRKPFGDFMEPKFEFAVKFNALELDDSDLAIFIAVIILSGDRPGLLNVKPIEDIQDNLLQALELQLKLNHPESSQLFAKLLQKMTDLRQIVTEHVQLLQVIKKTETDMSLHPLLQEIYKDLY
# S1P3 antagonist: blocks the human S1P3 receptor; Q99500; CHO S1P3 NFAT-BLA reporter, FRET fluorescence, antagonist mode; inhibition, % at 4.98 µM; hit rate 0.27% among 170,000;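 active = inhibition above the plate cutoff, the mean inhibition of test wells on that plate plus 3 SD, cut at about 28% in these data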;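 also: cells challenged with S1P at its EC80 of 0.8 µM; blue over green emission ratio from cleaved BLA substrate after 4 h stimulation; 0% = S1P-stimulated wells and 100% = unstimulated DMSO-only wells; some compounds past the cut are filed as inactive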
# Target sequence (Q99500 whole entry, looked up): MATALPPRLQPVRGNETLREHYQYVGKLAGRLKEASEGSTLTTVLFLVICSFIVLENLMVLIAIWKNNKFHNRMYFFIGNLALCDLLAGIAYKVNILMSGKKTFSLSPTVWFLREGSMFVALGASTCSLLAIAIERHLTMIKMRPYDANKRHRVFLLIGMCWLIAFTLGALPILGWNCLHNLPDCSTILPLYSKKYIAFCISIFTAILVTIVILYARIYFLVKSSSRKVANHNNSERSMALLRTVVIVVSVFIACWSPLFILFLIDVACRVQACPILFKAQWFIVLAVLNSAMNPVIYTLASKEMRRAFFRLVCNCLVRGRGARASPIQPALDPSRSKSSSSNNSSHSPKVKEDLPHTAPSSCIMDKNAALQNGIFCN
# PMI act: activators of human phosphomannose isomerase; purified human PMI, coupled resazurin fluorescence, 20 min; hits give high values; 1 = vehicle control, 0 substrate-free wells; activation factor at 20 µM; hit rate 0.005% among 190,000; AID 1214;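 active = activation factor of 2 or more at 20 µM, relative to plate controls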
# PMI act satM6P: PMI (human) activation, high substrate. P34949. coupled PMI enzyme assay, resazurin fluorescence, 20 min; hits give high values; 1 = untreated enzyme, 0 = substrate-free blank. activation factor at 20 µM. hit rate 0.34% among 190,000. AID 1216;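 active = activation factor of 2 or more at 20 µM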
#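 Test system: human PMI in coupled enzyme assay; Input: PMI at 15 ng/mL final; Medium: HEPES buffer, pH 7.4; Schedule: 20 min incubation at room temperature; Technique: resorufin fluorescence at Ex 544/Em 590 nm; Compound: 20 µM single dose; Probe or stimulus: Near-saturating mannose-6-phosphate, 1.0 mM.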
# TR-FRET SRC-2 ct: flags TR-FRET format artefacts in PPARgamma SRC-2 recruitment agonist screen | TR-FRET artefact counter-screen; hits give high values | hit rate 0.4% among 200,000 | TR-FRET ratio at 8 µM; in the data active = TR-FRET ratio above about 2000; also: inactives centre near 1500
# G6PDH CS: counter-screen for G6PDH assay hits: L. mesenteroides G6PDH inhibition | Purified L. mesenteroides G6PDH, diaphorase/resazurin coupled fluorescence, 45 min | inhibition, % at 5 µM | hit rate 0.12% among 200,000; in the data active = inhibition above about 50%
# Diaphorase act: activates diaphorase or chemically reduces, flagging diaphorase assay artifacts. Diaphorase/resazurin coupled assay, resorufin fluorescence, 16 min; hits give high values; 1 = vehicle wells, 0 = NADH-free wells. activation factor at 20 µM. hit rate 0.005% among 190,000;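 active = diaphorase activity raised at least twofold by the compound at 20 µM; inactive = activation factor below 2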
#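 test system = bacterial diaphorase enzyme (C. kluyveri) | quantity = enzyme 0.07 U/mL final | reagent = NADH substrate 0.114 mM plus resazurin dye 0.1 mM, final | incubation = 16 min enzyme reaction, ambient temperature | buffer or medium = HEPES pH 7.4 buffer with MgCl2 and Tween 20 | signal = fluorescence of resorufin, 544 nm excitation, 590 nm emission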
# PPARg SRC1 recr: PPARgamma-driven SRC-1 recruitment agonism; hit rate 0.41% among 200,000; PPARgamma-SRC-1 coactivator recruitment biochemical assay; activation, % at 8 µM; P37231; AID 631; in the data active = activation above about 19%;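 also: 0% = DMSO and 100% = reference agonist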
# Diaph inh CS: inhibits diaphorase or chemically oxidizes, flagging diaphorase assay artifacts | diaphorase resazurin-to-resorufin fluorescence, NADH, 16 min; bacterial (C. kluyveri) enzyme, not human | inhibition, % at 20 µM | hit rate 0.69% among 190,000;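 active = primary screen inhibition at 20 µM above a set limit, cut at about 50% in these data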;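 also: plate controls were DMSO with full reaction for no effect and wells lacking NADH for full effect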
#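 Assay system: diaphorase enzyme from Clostridium kluyveri. Quantity: enzyme working solution with 0.14 U/mL diaphorase. Schedule: reaction incubation of 16 min at room temperature. Technique: resorufin fluorescence, excitation 544 nm, emission 590 nm. Controls: No-NADH positive control and DMSO neutral control.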
# ROMK mod: modulates human ROMK potassium channel activity; P48048; Tet-inducible ROMK, thallium flux fluorescence; actives lie on both sides; hit rate 2% among 130,000; B-score at 10 µM;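 active = signal ratio slope over the read window, or its plate-corrected B-score, at least 3 SD from the plate mean, either direction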;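 also: B-score of the F/F0 ratio slope over 7 to 12 s after thallium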
# PPARg SRC-2 ag: PPARgamma-driven SRC-2 recruitment agonism. P37231. PPARgamma LBD-SRC-2 recruitment, biochemical. activation, % at 8 µM. hit rate 0.34% among 200,000; in the data active = activation above about 22%;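 also: 0% = vehicle and 100% = reference agonist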
# Active calls of the source: *; · = not tested or not shown.
SMILES,PPARg SRC3 recr,S1P3 antagonist,PMI act,PMI act satM6P,TR-FRET SRC-2 ct,G6PDH CS,Diaphorase act,PPARg SRC1 recr,Diaph inh CS,ROMK mod,PPARg SRC-2 ag
COc1ccc(-c2ocnc2C(=O)N2CCN(C(c3ccccc3)c3ccccc3)CC2)cc1,-3.3,9.2,0.9,0.9,1635,4.2,0.8,1.0,15.1,·,13.6
Cc1cccc2cc3c(NC(=O)C(C)C)nn(C)c3nc12,4.5,27.1,1.1,1,1674,-1.5,1,15.3,-0.7,-1.7,5.9
O=C(c1cccc([N+](=O)[O-])c1)N(c1ccccn1)c1ccccn1,-1.0,-6.3,0.8,0.9,1498,-14.5,0.9,-4.8,9.8,·,-7.1
CCN1/C(=C\c2ccc3ccccc3[n+]2CC)Sc2cc(C)ccc21,8.1,31.2*,0.8,1,1650,3.4,1.3,10.4,-31.5,·,15.3
COC(=O)Cc1cc(=O)n2[nH]c(C)c(-c3ccccc3)c2n1,6.1,·,1.1,1,1499,4.4,0.9,5.8,10.7,·,-1.1
CCCCNC(=O)CSc1nc2cc3c(cc2c(=O)n1CCCC(=O)NCCc1ccc(OC)c(OC)c1)OCO3,1.2,5.7,0.9,1,1576,11.1,1,7.0,2.4,0.71,10.9
Cc1[nH]n2c(=O)cc(C(C)(C)C)nc2c1-c1ccccc1,-6.5,-7.3,0.9,0.9,1399,5.9,0.9,-5.8,12.2,1.44,-0.5
O=C(Cn1cnc([N+](=O)[O-])n1)N/N=C/c1cccc2ccccc12,1.3,3.1,0.9,0.9,1658,-10.4,0.9,-3.1,5.0,·,1.6
Cc1cc(Cl)ccc1NC(=O)COC(=O)c1nc2nccc(C)n2n1,0.3,-2.7,1.1,1.1,1635,0.1,1,5.2,-0.5,·,0.3
CCn1c(C)c(C(C)=O)c(SC)nc1=S,1.6,·,1,1,1487,-2.6,0.9,1.5,13.3,0.326,1.7
CC(NC(=O)NC12CC3CC(CC(C3)C1)C2)c1ccc2c(c1)OCO2 (stereo not given),1.9,-2.0,1.1,1.1,1629,18.2,1,-4.3,2.4,2.01,-1.0
O=C(NCC(c1cccnc1)N1CCOCC1)c1cccs1 (stereo not given),-2.0,-15.5,1,1,1487,-2.8,0.9,-3.7,9.6,·,-5.1
COc1cccc(-n2c(SCC(=O)Nc3cc(C)on3)nc3ccccc3c2=O)c1,14.6,2.1,1.1,1,1682,6.0,0.9,3.0,10.8,0.31,10.7
CCCCCCCC(=O)N/N=C/c1cccnc1,9.5,·,1.1,1,1642,3.8,0.9,20.3*,7.6,0.339,5.5
COc1ccccc1N1CCN(Cc2nc3ccsc3c(=O)[nH]2)CC1,2.5,·,1,1,1604,4.9,0.9,-4.8,7.1,·,0.0
CC(C)CCNC(=O)CCn1nc(-c2ccccc2)ccc1=O,-7.9,13.5,1.1,0.9,1718,2.8,0.9,2.3,10.0,0.43,-3.9
COc1cc(OC)c(NC(=O)CCNC(=O)Cn2ccc3ccccc3c2=O)cc1Cl,5.5,·,1.2,1.1,1496,3.6,1.1,1.5,-9.8,·,-1.8
CCN(CC)S(=O)(=O)c1ccc(C)c(NC(=O)COc2ccc3c(C)cc(=O)oc3c2)c1,1.8,8.9,0.9,0.9,1661,-25.4,0.9,6.5,8.4,·,4.7
Cc1cc(C)cc(OCC(=O)OCC(=O)Nc2ccc(Cl)cn2)c1,1.8,·,0.9,1,1619,14.2,0.9,2.9,5.4,·,3.0
C[N+](C)(C)CCCC(=O)c1ccc2c(c1)OCO2,15.0,·,0.9,0.9,1723,10.0,0.9,2.9,10.5,·,7.4
CSc1nc(C)c(Cl)c(C)c1C#N,-0.9,-2.5,0.9,1,1661,1.0,0.9,11.3,11.4,-0.168,2.6
O=C(NCCCn1ccnc1)c1cc(C2CC2)on1,5.6,4.4,0.9,0.8,1564,-8.2,0.8,3.5,19.4,·,-0.1
O=C(O)c1cccc(NC(=S)NC(NC(=O)c2ccccc2[N+](=O)[O-])C(Cl)(Cl)Cl)c1 (stereo not given),1.6,-18.8,1.2,1.1,1529,3.0,0.9,-0.8,11.9,-0.673,2.4
O=C(OC(C(=O)NC1CCCC1)c1ccncc1)C1=Cc2ccccc2OC1 (stereo not given),-5.0,·,1,1,1616,11.1,0.9,-1.2,12.2,·,-8.5
COc1ccc(C(=O)/C=C/c2cc(OC)c(O)c(OC)c2)c(F)c1,3.9,-4.8,0.6,0.4,1400,37.7,0.5,2.0,45.1,-2.6,-0.1
Cc1ccc(NC(=O)C2CCCN2C(=O)Oc2ccccc2)cc1 (stereo not given),13.2,-8.1,0.9,1,1567,-1.3,0.9,4.0,12.1,·,3.6
CN1C/C(=C/c2cccnc2)C(=O)/C(=C/c2cccnc2)C1,-0.6,-18.5,0.8,0.8,1387,6.4,0.9,-3.0,12.7,-3.5*,-1.5
CCOC(=O)c1c(-c2ccccc2)csc1N1C(=O)Nc2ccccc2N1O,-2.2,-2.8,1.3,1.2,1592,11.2,1,13.2,0.8,0.476,0.1
Cc1cccc(NS(=O)(=O)c2cc(C(=O)N3CCCC3)ccc2Cl)c1,-2.2,-8.6,1,1.1,1430,7.9,0.9,-6.5,9.0,-0.0783,-10.4
CCCCNc1c([N+](=O)[O-])cc(C)cc1[N+](=O)[O-],5.6,·,0.8,0.7,1414,13.0,0.9,5.3,10.0,·,2.4
O=C(COC(=O)c1cc(=O)[nH]c(=O)[nH]1)Nc1cccc(S(=O)(=O)N2CCOCC2)c1,1.3,-3.2,0.8,0.9,1448,12.4,0.8,8.5,21.9,0.296,-3.3
CCCOc1ccc(CNC(=O)Cn2c(=O)oc3ccccc32)cc1,1.8,·,0.8,0.8,1538,-1.6,0.9,3.1,11.6,·,4.2
CSc1cccc(NC(=S)N(Cc2ccc(C)cc2)Cc2ccccn2)c1,4.3,-7.2,0.9,0.9,1666,2.1,0.9,1.0,14.6,-1.21,-7.5
Oc1ccc(Cl)cc1C1=NCCNC(C(F)(F)C(F)F)=C1,3.3,·,0.9,1,1553,3.4,0.9,6.6,12.7,-0.201,3.5
O=C(CCCCCN1C(=O)CCC1=O)NCc1ccccc1,2.4,-9.7,0.9,1,1340,21.3,1,1.5,3.4,·,3.2
N#CCCn1c(SCC(=O)c2c[nH]c3ccccc23)nc2ccccc21,10.9,·,1,1,1571,5.4,0.7,1.5,28.8,-0.794,0.8
COc1ccccc1N1CCN(C(=O)c2c(C)cc(=O)oc2C)CC1,6.7,·,0.9,1,1728,17.7,0.9,10.6,5.5,-0.00342,5.2
CCOC(=O)c1cnc2nc(NCc3ccc(OC)c(OC)c3)[nH]n2c1=O,4.3,-19.6,1.3,1.4,1535,7.8,1,4.9,3.0,·,-3.2
O=C(C[n+]1cc2ccccc2c2ccccc21)c1ccccc1,-1.1,·,1.2,1.3,1317,-1.4,1,-0.2,0.8,-3.84*,4.9
C/C(=N/N1CCN(Cc2cccc3ccccc23)CC1)c1cccnc1,-0.1,14.4,0.9,0.9,1662,3.9,0.9,6.6,7.3,0.644,4.8
O=C(Nn1nnnc1Nc1ccccc1)C12CC3CC(CC(C3)C1)C2,-4.4,·,0.9,0.9,1531,1.6,0.9,7.0,9.9,·,0.6
CCCCCn1c(CN2CCCCC2C)nc2c1c(=O)n(C)c(=O)n2C (stereo not given),5.2,-2.4,0.9,1,1480,6.6,0.8,5.8,17.4,-1.71,-0.2
O=C(c1ccc(Br)o1)N1CCN(c2ccccn2)CC1,3.2,-25.8,0.8,0.9,1588,30.1,0.9,2.7,13.5,·,6.2
CC(C)C1C2=C(CC(C)(C)CC2=O)ON1c1ccccc1 (stereo not given),-14.4,-13.2,0.9,0.9,1555,-0.6,0.8,-0.6,15.4,0.425,-1.0
Cn1c(=O)c2c(nc(N3CCCC3)n2CC(O)CO)n(C)c1=O (stereo not given),14.5,-20.1,1.1,1.1,1374,5.2,1,7.8,1.8,·,4.3

# Pulled by structure from above, 4 records:
SMILES,PPARg SRC3 recr,S1P3 antagonist,PMI act,PMI act satM6P,TR-FRET SRC-2 ct,G6PDH CS,Diaphorase act,PPARg SRC1 recr,Diaph inh CS,ROMK mod,PPARg SRC-2 ag
O=C(C[n+]1cc2ccccc2c2ccccc21)c1ccccc1,-1.1,·,1.2,1.3,1317,-1.4,1,-0.2,0.8,-3.84*,4.9
O=C(NCC(c1cccnc1)N1CCOCC1)c1cccs1 (stereo not given),-2.0,-15.5,1,1,1487,-2.8,0.9,-3.7,9.6,·,-5.1
Cn1c(=O)c2c(nc(N3CCCC3)n2CC(O)CO)n(C)c1=O (stereo not given),14.5,-20.1,1.1,1.1,1374,5.2,1,7.8,1.8,·,4.3
CC(C)CCNC(=O)CCn1nc(-c2ccccc2)ccc1=O,-7.9,13.5,1.1,0.9,1718,2.8,0.9,2.3,10.0,0.43,-3.9

# (listing goes on)
SMILES,PPARg SRC3 recr,S1P3 antagonist,PMI act,PMI act satM6P,TR-FRET SRC-2 ct,G6PDH CS,Diaphorase act,PPARg SRC1 recr,Diaph inh CS,ROMK mod,PPARg SRC-2 ag
CCc1cc(=O)[nH]c(-n2[nH]c(-c3ccccc3)cc2=O)n1,1.4,-13.5,1.2,1,1627,10.9,1,5.0,-0.1,0.336,4.2
CCCCNC(=O)Nc1cc(C(=O)OC)ccc1C,19.8,-16.5,0.9,0.9,1680,-1.4,0.9,0.6,11.0,-0.187,11.6
O=C(/C=C/c1cccs1)Nc1ccncc1,3.9,-4.4,1,1,1500,7.8,0.9,0.7,9.9,-1.82,-1.2
Cc1cc(/C=C2\C(=N)N3C(SCc4ccccc4)=NSC3=NC2=O)c(C)n1Cc1ccccc1,-4.9,·,1,1,1526,4.6,0.9,0.5,13.8,·,4.8
NS(=O)(=O)c1ccc(NC(=S)NC(=O)c2cccnc2)cc1,1.6,-10.1,1,1,1663,5.4,0.9,-0.9,7.7,-0.516,-0.1
Cc1cc(C)nc(Nc2nc3ccccc3s2)n1,6.3,-12.9,1.1,1.1,1668,0.4,1,4.2,-1.5,0.00709,3.6
Cc1ccc(Nc2nc(N)c([N+](=O)[O-])c(N3CCOCC3)n2)cc1,3.4,-9.0,0.9,0.9,1664,9.3,0.9,9.0,7.3,·,3.7
O=C(O)c1c(-c2ccccc2)c(-c2ccccc2)nc2ccccc12,5.3,-6.4,1.1,1.1,1619,5.6,1,-0.3,1.9,0.0897,6.1
CCN1CCN(C(=S)Nc2cc(S(=O)(=O)N(CC)CC)ccc2C)CC1,3.0,-0.4,1,1,1630,2.4,0.9,8.1,6.8,·,6.0
CCCCC1CCC(/C(N)=N/O)CC1 (stereo not given),6.8,-39.4,1.1,1,1458,6.0,1,10.4,-1.3,-0.0988,4.8
